# TSHR antagonist: Antagonists of the Thyroid Stimulating Hormone Receptor: HTS campaign; Thyrotropin receptor (Homo sapiens), P16473; TSHR-expressing cells, TSH-stimulated cAMP HTRF, 2 h; hits give low values; activity change, negative = inhibition, % at 11.5 µM; 330,000 compounds, 0.2% hits; AID 504810, 2011;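 active means activity change below a set negative limit, meaning inhibition stronger than a set level, cut at about -70% in these data; inconclusive means activity change between two set negative limits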; further: on the % scale 0 is the no-effect control and ±100 the full control effect
#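 Freshly harvested TSHR cells receive pin-tooled compound, then EC80 TSH at 4nM final. After 2 hours at 37 deg C, antibody in lysis buffer and cAMP-d2 are added; 30 minutes at ambient temperature precede the HTRF read.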
# TCR activator: Activators of T cell receptors: qHTS campaign; primary human leukocytes, anti-CD3, IL-2 HTRF, 48 h; Potency, µM (top dose mostly 9.22 µM), for the others: top-dose activation of IL-2 secretion, most hits filed as activators; 330,000 tested, under 10 active; AID 504894, 2011; further: % of control where 0% means no effect
#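 TCR engagement came from a-CD3 beads alone, with compounds added to primary human leukocytes for 48 hr. Secreted IL-2 bridged europium cryptate- and d2-labelled anti-IL-2 antibodies, giving FRET emission at 665nm after 320nm excitation.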
# AT treatment: qHTS Assay for Identifying a Potential Treatment of Ataxia-Telangiectasia; 320,000 compounds, 0.19% hits; […] A-T fibroblasts, KAP-1 phosphorylation AlphaLISA; neocarzinostatin DNA damage 30 min before lysis; AID 485349, 2010; Potency, µM (top dose mostly 57.5 µM), for inactives: at the highest dose activation, usual class: activators; further: potency means the concentration at half of the fitted maximal effect; % of control where 0% means no effect; nearly all actives have a fitted effect of over 45% in size
#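 hTERT-immortalized A-T patient fibroblasts ([…]), 500 cells/well in OPTI-MEM, 1% FBS, got compounds for 60 min, then NCS for 30 min at 37C. Lysates were then assayed for phospho-KAP-1 by AlphaLISA (anti-pKAP1 donor, anti-KAP1 acceptor beads), 6 hr at 25C.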
# Mito fusion yeast: qHTS Assay for Small Molecule Inhibitors of Mitochondrial Division or Activators of Mitochondrial Fusion; S. cerevisiae fusion-defective mutant growth rescue, CellTiterGlo 48 h; Potency, µM (highest dose often 46.1 µM), inactives show at the highest dose growth rescue (activation), most hits filed as activators; 320,000 compounds, 0.23% hits;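 further: potency means the concentration at half of the fitted maximal effect; % of control where 0% means no effect; nearly all actives have a fitted effect of over 45% in size; temperature-sensitive fusion mutants such as fzo1-1 at 37 °C on non-fermentable ethanol glycerol medium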
#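 Read-out: ATP-based luminescence (CellTiterGlo, 10 min ambient) reporting growth of fusion-defective ts yeast after 48 hours at 37C on glycerol/ethanol YPEG medium in the presence of compound.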
# TSG101-PTAP inh: qHTS Assay for Iinhibitors of HIV-1 Budding by Blocking the Interaction of PTAP/TSG101 | 340,000 tested, under 10 active | Potency, µM (highest dose often 115 µM), inactives show at the top dose activity change, negative = inhibition, most hits filed as inhibitors | Fluorescence polarization, FITC-PTAP peptide / Tsg101 binding | AID 493005, 2010 | Tumor susceptibility gene 101 protein (Homo sapiens), Q99816; active means well fitted inhibition curve with a large enough effect in the main read-out, with a control signal flat, not every such curve was filed as active; inconclusive means small, poorly fitted or top-dose-only effect, or effect the other way, or a change in a side signal; inactive means no such curve, though single readings can be large or run the other way; further: potency means the concentration at half of the fitted maximal effect; % of control where 0% means no effect
#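 Fluorescence polarization binding of Tsg101 binding domain (10 uM final) to FITC-labeled PTAP peptide (50 nM final) in HEPES pH 7.5 buffer with NaCl, Tween 20, EDTA, TCEP. Compounds added before peptide; binding 20 min at RT.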
# Menin MLL FP TR: qHTS Assay for Inhibitors Targeting the Menin-MLL Interaction in MLL Related Leukemias: Competition With Texas Red Labeled MLL-derived Mutant Peptide. O00255. Menin + Texas Red MLL mutant peptide, fluorescence polarization. Potency, µM (highest dose often 61.6 µM), inactives show at the top dose FP activity change, negative = inhibition, most hits filed as inhibitors. 270,000 compounds, 0.23% hits. AID 1768, 2009; active means well fitted inhibition curve with a large enough effect in the polarisation, with a control signal flat, not every such curve was filed as active; inconclusive means small, poorly fitted or top-dose-only effect, or effect the other way, or a change in a side signal; inactive means no such curve, though single readings can be large or run the other way; the % refers to the polarisation; further: potency means the concentration at half of the fitted maximal effect; % of control where 0% means no effect; many of its hits are not listed in these tables
# Target sequence (O00255 whole entry, looked up): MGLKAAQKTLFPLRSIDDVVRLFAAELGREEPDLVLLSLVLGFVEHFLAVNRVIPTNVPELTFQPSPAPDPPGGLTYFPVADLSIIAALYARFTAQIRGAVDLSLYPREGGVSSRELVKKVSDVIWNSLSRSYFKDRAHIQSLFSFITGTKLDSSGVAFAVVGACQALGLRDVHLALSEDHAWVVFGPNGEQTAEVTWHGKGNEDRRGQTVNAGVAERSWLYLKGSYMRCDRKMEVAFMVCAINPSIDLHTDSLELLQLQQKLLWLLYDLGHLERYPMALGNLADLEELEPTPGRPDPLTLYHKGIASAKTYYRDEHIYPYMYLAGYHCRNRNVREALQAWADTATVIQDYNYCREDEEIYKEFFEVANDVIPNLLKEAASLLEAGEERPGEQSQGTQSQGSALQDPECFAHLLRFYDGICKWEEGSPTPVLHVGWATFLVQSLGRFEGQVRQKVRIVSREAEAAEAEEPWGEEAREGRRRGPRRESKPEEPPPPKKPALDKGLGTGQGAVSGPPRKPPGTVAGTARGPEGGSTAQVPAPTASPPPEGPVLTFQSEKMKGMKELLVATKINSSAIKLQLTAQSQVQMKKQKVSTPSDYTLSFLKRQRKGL
# a7 integrin act: qHTS for Activators of Integrin-Mediated Alleviation for Muscular Dystrophy; alpha7betagal myoblasts, beta-gal FDG fluorescence, 48 h; Potency, µM (series often up to 38.3 µM), for inactives: at the top dose activation, hits mostly activators; 350,000 compounds, 0.064% hits;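 further: potency means the concentration at half of the fitted maximal effect; 100% = response of the positive control SU9516; nearly all actives have a fitted effect of over 60% in size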
#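 Alpha7betagal+/- myoblasts (passage 13) were plated 16-24 hr, then exposed to compounds (1:260 dilution of DMSO stock) for 48 hours at 37C. After MPER lysis, β-galactosidase reporter activity was read as FDG fluorescence (ex 480/em 540) after 30 minutes.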
# ASM inhibitor: Inhibitors of Secretory Acid Sphingomyelinase (S-ASM): qHTS; 340,000 compounds, 0.006% hits; placental ASM, HMU-PC fluorogenic substrate, 60 min; Potency, µM (top dose mostly 57.5 µM), for inactives: top-dose activity change, negative = inhibition, usual class: inhibitors; further: potency means the concentration at half of the fitted maximal effect
#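 Fluorescence read-out (Ex 386 nm, Em 447 nm) after stopping the reaction at pH 10. Enzyme: ASM from human placenta; substrate HMU-PC0, 9 uM final; 60 min, 37 °C. Compound preincubation 10 min, ambient temperature.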
# MBNL1 CUG block: qHTS Assay for Inhibitors of MBNL1-poly(CUG) RNA binding; Muscleblind-like protein 1 (Homo sapiens), Q9NR56; TR-FRET MBNL1-His/biotin-(CUG)12 binding, 665/545 ratio; Potency, µM (titrated, usually from 57.5 µM), without a hit: at the highest dose activity change, negative = inhibition, usual class: inhibitors; 280,000 compounds, 0.036% hits; AID 2675, 2010; active means well fitted inhibition curve with a large enough effect in the signal ratio, with a control signal flat, not every such curve was filed as active; inconclusive means small, poorly fitted or top-dose-only effect, or effect the other way, or a change in a side signal; inactive means no such curve, though single readings can be large or run the other way; the % refers to the signal ratio; further: potency means the concentration at half of the fitted maximal effect; on the % scale 0 is the no-effect control and ±100 the full control effect
# Target sequence (Q9NR56 whole entry, looked up): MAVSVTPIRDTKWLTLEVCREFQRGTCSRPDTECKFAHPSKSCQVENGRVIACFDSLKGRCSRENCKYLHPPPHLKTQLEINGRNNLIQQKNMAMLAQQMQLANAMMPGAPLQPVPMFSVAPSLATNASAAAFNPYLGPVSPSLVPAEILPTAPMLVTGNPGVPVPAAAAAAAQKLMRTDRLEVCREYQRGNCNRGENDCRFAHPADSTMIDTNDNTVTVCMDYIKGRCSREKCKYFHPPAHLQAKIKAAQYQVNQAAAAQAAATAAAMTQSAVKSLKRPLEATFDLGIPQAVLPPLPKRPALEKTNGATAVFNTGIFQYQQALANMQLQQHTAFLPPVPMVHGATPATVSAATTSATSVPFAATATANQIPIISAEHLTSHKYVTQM
#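 Compound titration spanned 92 nM–58 uM against the MBNL1-His/biotin-(CUG)12 complex. After 60 min at room temperature with 5 nM streptavidin-XL665 and 0.055 ng/ul terbium anti-His, ratiometric 665/545 nm emission (Ex 340 nm) normalized to controls.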
# MLL CXXC-DNA inh: qHTS Fluorescence Polarization Assay for Inhibitors of MLL CXXC domain - DNA interaction; 290,000 compounds, 0.037% hits; Histone-lysine N-methyltransferase 2A (Homo sapiens), Q03164; AID 2662, 2010; MLL-CXXC / FITC-HOXA9 DNA fluorescence polarization; Potency, µM (highest dose often 115 µM), without a hit: top-dose activity change, negative = inhibition, actives largely listed as inhibitors; active means well fitted inhibition curve with a large enough effect in the polarisation, with a control signal flat, not every such curve was filed as active; inconclusive means small, poorly fitted or top-dose-only effect, or effect the other way, or a change in a side signal; inactive means no such curve, though single readings can be large or run the other way; the % refers to the polarisation; further: potency means the concentration at half of the fitted maximal effect
#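 Fluorescence polarization: 7 uM MLL-CXXC (stock) preincubated 5 min with compounds, then 50 nM fluorescein-HOX-A9 DNA (stock) added; 30 min ambient. Buffer 50 mM Tris-HCl pH 7.5, 50 mM NaCl, 1 mM DTT, 0.05% BSA.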
# Numbers without * were called inactive; ? = inconclusive; nt = no result given; [ ] = dose if it differs, or a comment. Unless noted, the call rests on the fitted dose curve; in most records, active means well fitted curve in the direction sought with a large enough effect; inconclusive means small, poorly fitted or top-dose-only effect, or another doubt; inactive means no such curve, though single readings can be large; an effect the other way counts as inactive or inconclusive. The list is partial, so the mix of outcomes need not match the whole.
SMILES,TSHR antagonist,TCR activator,AT treatment,Mito fusion yeast,TSG101-PTAP inh,Menin MLL FP TR,a7 integrin act,ASM inhibitor,MBNL1 CUG block,MLL CXXC-DNA inh
COc1ccc(N2CCN(CC(=O)N3N=CCC3c3ccccc3)CC2)cc1 (stereo not drawn),-6,6%[46.1 µM],-9%,7%,-5%,0%,-8%,0%,-5%,0%
COC(=O)c1cc(Br)c(=O)n(-c2cccc(F)c2)c1,39,-6%,15%,2%,2%,8%,2%,-1%,34%[activator],1%
O=S(=O)(c1ccc(Cl)cc1)N1CCCCCC1,-7,1%,6%,5%,-5%,1%,6%,-5%,-1%,3%
O=C(Nc1ccccc1)NC1CCS(=O)(=O)C1 (stereo not drawn),5,8%[46.1 µM],nt,0%,-8%,15%,-14%,1%,4%,14%
COc1ccc(-c2cc3onc(-c4c(Cl)cccc4Cl)c3c(=O)n2C)cc1,-27,-1%,19%,?,-2%,nt,11%,0%,nt,nt
O=[N+]([O-])c1ccc(Cl)c2cccnc12,10,8%,-11%,-3%,-11%,5%,-18%,1%,nt,15%
CC(NC(=O)C(=O)NCC1CCCO1)c1ccccc1 (stereo not drawn),-3,-9%,-8%,0%,1%,-5%,3%,-1%,2%,2%
CCCCc1n[nH]c(=S)n1Cc1ccc(C)cc1,-5,-2%,5%,-1%,2%,-6%,16%,3%,-2%,1%
Cc1ccc(N2C(=O)CC(N3CCN(C)CC3)C2=O)cc1 (stereo not drawn),-5,2%[46.1 µM],0%,-1%,nt,1%,nt,nt,-7%,4%
c1csc(-c2cnc3n2CCCC3)c1,-2,7%,3%,-4%,-3%,10%,-6%,0%,-5%,3%
Cc1nn(CCCC(=O)N2CCN(c3ccc(F)cc3)CC2)c(C)c1[N+](=O)[O-],4,-4%,2%,19%,-4%,0%,11%,2%,nt,5%
COc1ccc(-c2nnn(CC(=O)N3CCOCC3)n2)cc1,-1,nt,1%,-1%,nt,6%,4%,2%,-5%,1%
Cc1oc(-c2ccccc2)cc1C(=O)Nc1cccc2ccccc12,-3,-19%,nt,11%,-2%,-27%,-2%,-13%,-9%,17%
CSc1nc(NCc2ccco2)c2c3c(sc2n1)CN(C)CC3,-2,nt,3%,2%,nt,13%,nt,nt,-4%,-1%
CC1Cc2ccccc2N1C(=O)CSc1nc(N)cc(=O)[nH]1 (stereo not drawn),5,nt,5%,-1%,nt,-4%,nt,nt,-3%,11%
O=C(CN1C(=O)c2ccccc2S1(=O)=O)c1ccc2c(c1)OCCO2,-5,0%,-4%,2%,-5%,nt,-9%,-2%,-1%,4%
O=S(=O)(c1cccs1)N1CCN(CCOc2ccc(Cl)cc2)CC1,17,-7%,5%,1%,-1%,nt,-20%,-2%,nt,nt
Cc1ccc(S(=O)(=O)NN2C(=O)/C(=C/c3ccc(C(=O)O)cc3)SC2=S)cc1,-1,-3%,14%,-4%,1%,11%,4%,-4%,?,4%
O=c1c2ccccc2n2c(-c3cccc(F)c3)nnc2n1Cc1ccccc1,10,2%[46.1 µM],4%,3%,-3%,5%,2%,-1%,-6%,-1%
O=C(C(=O)N1CCc2ccccc2C1)c1cn(CC(=O)N2CCCC2)c2ccccc12,8,7%[46.1 µM],1%,1%,-1%,6%,-9%,1%,-8%,7%
NC(=O)C1CN(S(=O)(=O)c2ccc(Cl)cc2F)c2ccccc2O1 (stereo not drawn),36,9%,26%,27%,-2%,-3%,-17%,0%,0%,-1%
Cc1cccc(CS(=O)(=O)Cc2ccc(C(=O)NCCN3CCCCC3C)o2)c1 (stereo not drawn),14,2%,-11%,-4%,-3%,21%,0%,2%,4%,2%
N#C/C(=C(/O)C(Cl)(Cl)Cl)c1nc2ccccc2[nH]1,-38,1%,14%,-6%,1%,nt,30%,-2%,-2%,-13%
CC1CN(C(=O)CCC(=O)NCCCN2CCC(Cc3ccccc3)CC2)c2cc(Cl)ccc2O1 (stereo not drawn),2,2%,4%,-24%,-12%,?,-58%[inhibitor],3%,-6%,-1%
CCN(CC)S(=O)(=O)c1ccc(NC(=O)CNC2CCCCC2)cc1,-5,14%,-8%,-2%,-2%,?,-2%,-1%,-6%,-19%
CCOc1ccc(CNC(=O)CCc2cn(C)c3ccccc23)cc1OC,-1,-1%,5%,6%,0%,11%,19%,4%,-2%,6%
CC1(C)S[C@@H]2[C@H](NC(=O)[C@H](N)c3ccccc3)C(=O)N2[C@H]1C(=O)OC1OC(=O)c2ccccc21 (stereo partly drawn),-3,-7%,-1%,-2%,-4%,nt,nt,4%,nt,nt
Cc1cc(C)n(S(=O)(=O)/C=C/c2ccccc2)n1,1,-5%,8%,-8%,-6%,2%,-62%[inhibitor],-6%,-5%,-7%
Cn1c(N)c(C(=O)COC(=O)CC2CC3CCC2C3)c(=O)n(C)c1=O (stereo not drawn),-8,4%,0%,-7%,-6%,?,5%,1%,-1%,15%
CN(C)c1ccc(NC(=O)Cn2c(=O)n(Cc3ccccc3)c(=O)c3ccccc32)cc1,1,3%,-8%,1%,-1%,?,-7%,0%,-3%,-1%
COc1cccc(CNC(=O)C2CCN(S(=O)(=O)c3cccs3)CC2)c1,2,nt,-1%,-1%,-8%,nt,17%,-7%,-7%,-2%
OCC1(Cc2ccccc2)CCN(C2CCN(c3ccc(F)c(F)c3)CC2)CC1,-5,-3%,2%,6%,-6%,?,-10%,4%,25%,-9%
CC(C)OC(=O)C(C)Nc1n[nH]c(=S)[nH]c1=O (stereo not drawn),1,5%,-3%,10%,-1%,0%,1%,2%,113%[activator],0%
COc1ccc(OC)c(/C=N\NC(=O)c2ccc(=O)n(C)c2)c1,1,-1%[46.1 µM],-3%,-12%,-2%,0%,-14%,50%,?,4%
Cc1sc(NC(=O)C(C)C)c(C(=O)Nc2ccccc2)c1C,-8,1%,8%,7%,-11%,-24%,6%,-1%,3%,-3%
COc1ccc(/C=N/N=C(\N)c2nonc2N)cc1,-3,0%,0%,2%,-1%,33%[activator],29%,-1%,?,14%
COc1cc(-c2noc(C3CCCN(C(=O)c4ccccc4)C3)n2)cc(OC)c1OC (stereo not drawn),-2,3%,1%,-9%,-1%,-13%,4%,1%,1%,0%
CCc1cc(C(=O)Nc2nnc(C3CC3)s2)sc1C,-17,-10%,9%,23%,-5%,nt,?,2%,nt,nt
C=CCNC(=S)N1CCN(CCN=CC2=C(O)CC(c3cccs3)CC2=O)CC1 (stereo not drawn),23,-4%,nt,-4%,-2%,-1%,-1%[7.66 µM],0%,7%,0%
CCN(CC(=O)Nc1c(F)cccc1F)C(=O)CCc1nc2sc3c(c2c(=O)[nH]1)CCCC3,-4,5%,-4%,2%,2%,nt,0%,3%,nt,nt
COc1cc(-c2nnc3sc(-c4ccncc4)nn23)cc(OC)c1OC,nt,3%,nt,nt,-3%,nt,36%,0%,nt,nt
CCCc1sc(N)nc1-c1ccc(C)cc1,2,-1%[46.1 µM],-1%,-21%,-7%,4%,-3%,-2%,8%[11.5 µM],1%
CC(=O)Nc1cccc(C(=O)OCN2C(=O)c3ccccc3C2=O)c1,-8,2%,10%,-2%,-2%,nt,-32%,0%,18%,6%
Cc1ccc(OCC(=O)N2CCc3ccccc3C2)cc1,-1,nt,3%,1%,-6%,-6%,-12%,2%,-12%,-10%
CCN(CC)S(=O)(=O)c1csc(C(=O)OCC(=O)c2ccccc2)c1,15,-5%[46.1 µM],3%,5%,0%,6%,0%,-5%,-6%,11%
OCCC1CN(Cc2cc(F)ccc2-n2cccn2)CCN1C1CCCC1 (stereo not drawn),2,4%,7%,0%,-5%,nt,0%,1%,-9%,-4%
